Screens: PubChem, Broad Institute
FN deposit inh = fibronectin deposition inhibition | AH1F fibroblasts, Alexa488-fibronectin deposition fluorescence, overnight | inhibition, % at 12.6 µM | 350,000 compounds, 0.086% hits;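 active = mean inhibition across replicates of 30% or more, regardless of how many single replicates reach that level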;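 note: positive control wells lacked labelled fibronectin entirely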
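test system = AH1F fibroblasts assembling fluorescent fibronectin matrix | quantity = 10000 AH1F cells per well | buffer or medium = DMEM plus 2% serum, read in PBS | doses = single dose, pinned | incubation = 1 h cell attachment, overnight exposure to compound and label | detection = fluorescence at 485 nm excitation, 525 nm emission | read-out basis = inhibition from reduced deposited-fibronectin fluorescence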
F508del corr = CFTR F508del correction in bronchial cells; CFBE cells, YFP halide quenching; stimulated with forskolin plus potentiator P3; % fluorescence drop versus neutral controls; activity (quench increase), % at 7.58 µM; 350,000 compounds, 0.36% hits;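 active = mean added fluorescence quench of at least 8% versus neutral control, with both replicates also reaching 8%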;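 note: cells transiently co-express mutant CFTR-F508del with the halide-sensitive YFP; corrector assay measuring rescue of mutant channel to the surface after 24 h compound exposure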
* hit, by the source's call.

SMILES	FN deposit inh	F508del corr
COC(=O)C1=C(C)N(Cc2ccccc2C(F)(F)F)C(=NCc2ccc(C(F)(F)F)cc2)NC1c1ccc(F)cc1 (centres undefined)	1.8	-2.0
COC(=O)[C@]12C[C@H](CC(=O)NCc3ccc(C)o3)C(=O)N(Cc3ccccc3)C1=C[C@H](C1CCCC1)O[C@@H]2C	4.4	0.8
Cc1sc2nc(CSc3ccccc3)nc(N3CCC(C(N)=O)CC3)c2c1C	6.6	0.4
Clc1ccc(C2[C@H]3CN(Cc4ccc(-c5ccccc5)cc4)[C@H](c4ccccc4)C34CC2(c2ccccc2)C4)cn1 (some centres undefined)	-3.5	2.7
O=C(CCc1ccccc1)NCCC1=CCCCC1	-7.7	-0.8
O=C(CCSCCC(=O)Nc1c(F)c(F)c(F)c(F)c1F)Nc1c(F)c(F)c(F)c(F)c1F	9.3	-1.4
Cc1ccc(-n2nc(C)c3c(C)onc3c2=O)cc1	-0.6	-0.3
COc1ccc(-c2csc(NC(=S)NC(=O)/C=C/c3ccccc3)n2)cc1Br	-1.0	2.4
COC(=O)C1=C(C)N(Cc2ccc(C(F)(F)F)cc2)C(=NCc2ccc(C(F)(F)F)cc2)NC1c1cccc(Cl)c1 (centres undefined)	6.9	6.1
CCCCCCCCN1C(=O)[C@H](CC(=O)NCc2ccccc2)C[C@@]2(C(=O)OCC)CCC=C12	-10.6	-4.1
COC(=O)c1cc2c(c3c4ccccc4n(S(=O)(=O)c4ccc(OC)cc4)c13)C(=O)N(Cc1ccc(N(C)C)cc1)C2	-6.5	0.8
CC1(O)C(=O)C2(C)C=CC1C1C(=O)N(c3ccccc3)C(=O)C12 (centres undefined)	7.3	-0.2
COC(=O)C1=C(C)N(Cc2ccc(C(F)(F)F)cc2)C(=NCc2ccc(C(F)(F)F)cc2)NC1c1cccc(C(F)(F)F)c1 (centres undefined)	1.8	5.9
COc1ccc(NC(=O)CN2C(=O)CSC2=O)cc1	-3.7	-1.6
COc1ccc(CCC(=O)Nc2ccc(C)c([N+](=O)[O-])c2)cc1	8.2	-0.7
Nc1[nH]c(C(=O)c2ccccc2)c(-c2ccccc2[N+](=O)[O-])c1C(=O)NCCc1c[nH]c2ccccc12	6.1	-0.1
COc1ccc(C2=Nc3ccccc3N(C(=O)c3cccnc3)C2C(=O)NC2CCCC2)cc1 (centres undefined)	1.6	-0.9
CN(CCNC(=O)c1c[nH]c2c1ccc1ccccc12)CCNC(=O)c1c[nH]c2c1ccc1ccccc12	2.6	-2.9
C=CCn1c(C)nc2c(sc3nc4c(cc32)COC(C)(C)C4)c1=O	5.3	0.0
O=C(c1ccco1)N1CCN(C(=O)c2ccco2)C1=S	-2.9	2.1
COCc1cc(N2CCN(C(=O)OC(C)(C)C)C[C@@H]2C)ccc1N1CC[C@H](O)C1	-1.7	-3.1
O=C(NCc1ccncc1)Nc1cccc([N+](=O)[O-])c1	4.8	0.5
CN(C)CCNc1cccc2sc3ccc(O)cc3c(=O)c12	-2.9	3.3
CCOC(=O)C1=C(C(=O)OCC)C2N(Cc3ccc(C#N)cc3)c3ccccc3[C@@]23C[C@@H](C(=O)OC)N(S(=O)(=O)c2ccc(F)cc2)C3=N1 (some centres undefined)	4.2	2.7
Cc1cc(-c2csc(NC(=O)c3ccc(C#N)cc3)n2)c(C)n1Cc1ccccc1	-5.2	-1.5
COC(=O)NNC(=O)C1CCC(C)CC1 (centres undefined)	7.9	-0.1
Cc1cccc(NCC(=O)N/N=C/c2ccc(Br)cc2)c1	4.2	0.9
Fc1ccc(Oc2ccnc(Cl)n2)c(Cl)c1	14.0	-2.2
NC(=O)C1(Nc2ccc(-c3ccc(Br)cc3)cc2)CCCC1	3.7	-3.3
Fc1ccc(CN2CCN(c3ncc(Cc4ccccc4)cn3)CC2)c(Cl)c1	-8.7	-3.2
COc1ccc(C(=O)NCc2csc(-c3cccs3)n2)cc1	7.8	-0.9
CCCCS(=O)(=O)N1CCCc2nc(-c3ccc(OC)cc3)ccc21	7.2	-0.1
COc1ccc(-c2ccc3c(n2)CCCN3S(=O)(=O)c2cccs2)cc1	-1.4	-4.9
COc1nc(=O)n(C2OC(CO)C(O)C2O)cc1C (centres undefined)	-6.5	-0.6
COc1ccc(/C=C/C(=O)N2CCN(S(=O)(=O)c3ccccc3)CC2)cc1OC	-1.2	0.4
CCN1CCN(c2c(S(=O)(=O)c3ccc(Cl)cc3)cnc3ccccc23)CC1	-9.3	-6.2
O=[N+]([O-])c1cc(S(=O)(=O)Oc2ccccc2)ccc1Cl	-6.7	-4.6
COC(=O)C1=C(C)N(Cc2cccc(C(F)(F)F)c2)C(=NCc2ccc(C(F)(F)F)cc2)NC1c1cccc(C(F)(F)F)c1 (centres undefined)	3.7	1.4
C/C(=N\NC(=O)CNC(=O)C1COc2ccccc2O1)c1ccc(Cl)cc1 (centres undefined)	7.3	2.5
Nc1[nH]c(C(=O)c2ccccc2)c(-c2ccc3c(c2)OCO3)c1C(=O)NCCc1c[nH]c2ccccc12	-13.5	-0.1

Profiles, looked up by structure. Values in the order: FN deposit inh	F508del corr
`Fc1ccc(CN2CCN(c3ncc(Cc4ccccc4)cn3)CC2)c(Cl)c1` is listed as -8.7	-3.2
`C=CCn1c(C)nc2c(sc3nc4c(cc32)COC(C)(C)C4)c1=O` is listed as 5.3	0.0
`O=C(NCc1ccncc1)Nc1cccc([N+](=O)[O-])c1` is listed as 4.8	0.5
`COC(=O)[C@]12C[C@H](CC(=O)NCc3ccc(C)o3)C(=O)N(Cc3ccccc3)C1=C[C@H](C1CCCC1)O[C@@H]2C` is listed as 4.4	0.8

As entered above:
F508del corr result of Fc1ccc(CN2CCN(c3ncc(Cc4ccccc4)cn3)CC2)c(Cl)c1 stands at -3.2
F508del corr result of CCOC(=O)C1=C(C(=O)OCC)C2N(Cc3ccc(C#N)cc3)c3ccccc3[C@@]23C[C@@H](C(=O)OC)N(S(=O)(=O)c2ccc(F)cc2)C3=N1 (some centres undefined) stands at 2.7
FN deposit inh result of NC(=O)C1(Nc2ccc(-c3ccc(Br)cc3)cc2)CCCC1 stands at 3.7

(next part)
SMILES	FN deposit inh	F508del corr
O=C(N/N=C/c1ccc([N+](=O)[O-])cc1)c1cc(-c2ccc3c(c2)OCO3)n[nH]1	-2.2	-0.5
COC(=O)C1=C(C)N(Cc2ccc(C(F)(F)F)cc2)C(=NCc2ccc3c(c2)OCO3)NC1c1ccccc1 (centres undefined)	7.6	4.0
NC(=O)C1CCN(C(=O)CNC(=O)c2ccc(F)cc2)CC1	5.7	-0.8
O=C(CSc1nnc(NC(=O)c2c(F)cccc2F)s1)Nc1ccc(F)cc1	6.5	-2.7
Nc1nc2c(ncn2[C@@H]2O[C@H](C(=O)NCCCN3CCCC3=O)[C@@H](O)[C@H]2O)c(=O)[nH]1	-12.7	-3.3
CCCCCCCCN1C(=O)[C@@H](CC(=O)NCc2cccc(C(F)(F)F)c2)C[C@@]2(C(=O)OC)C1=C[C@H](C(C)(C)C)O[C@@H]2C	4.5	-0.3
COC(=O)c1cc2c(c3c4cc(OC)ccc4n(S(=O)(=O)c4ccccc4)c13)C(=O)N(C)C2	-1.2	1.4
Nc1nc2c(ncn2[C@@H]2O[C@H](C(=O)NC3CCCCC3)[C@@H](O)[C@H]2O)c(=O)[nH]1	2.9	-0.5
CCOc1cc(CN2CCC(CO)(Cc3cccc(C(F)(F)F)c3)CC2)ccc1OC	-2.1	0.8
COC(=O)C1=C(C)N(Cc2ccccc2C(F)(F)F)C(=NCc2ccccc2C(F)(F)F)NC1c1ccc(C(F)(F)F)cc1 (centres undefined)	0.2	-1.6
COc1ccc(OCC(=O)N/N=C2\CCCc3ccccc32)cc1	-0.2	2.7
O=C(NCC1CC1)c1cc2c(c(-c3cccc(-c4ccccc4F)c3)n1)[C@@H](CCO)N(C(=O)CC1CC1)C2	-6.6	-3.3
COC(=O)c1cc2c(c3c4cc(C)ccc4n(S(=O)(=O)c4ccc(OC)cc4)c13)C(=O)N(Cc1ccccc1)C2	0.1	-0.7
CC(Sc1nnc(N)s1)C(=O)NNC(=O)c1cccc(Cl)c1 (centres undefined)	-11.2	-0.9
Clc1cc(Cl)cc(CN2CCN(c3ncc(Cc4ccccc4)cn3)CC2)c1	0.6	-1.1
CN(C)c1ccc(C=c2c3ccccc3n3c2c2ccccc2[n+]3C)cc1	0.2	-9.8
CCc1cccc(C)c1NC(=O)CC(C)(C)CC(=O)O	-4.6	-4.0
CC/C(=N/NC(=O)c1ccc(Br)cc1)c1ccc(OCCN2CCOCC2)cc1	16.3	-0.2
Cn1c2ccccc2n2c(=O)cc(-c3ccccc3)c(C#N)c12	3.9	0.3
Nc1sc(-c2ccccc2)cc1C(=O)N1CCNCC1	-1.2	-0.3
CCN(CC)C(=O)[C@H]1C[C@@H]2[C@H](C[C@@H](c3ccccc3)[C@H]1C)N(c1ccc(F)cc1)C(=O)N2C/C=C(\C)CCC=C(C)C	-10.2	1.8
O=C(N[C@H](Cc1ccccc1)C(=O)NCc1ccco1)[C@H]1O[C@@H](n2ccc(=O)[nH]c2=O)[C@H](O)[C@@H]1O	7.1	2.3
COCc1cc(N2CCNC[C@@H]2C)ccc1N1CCN(Cc2ccccc2)[C@H](C)C1	-5.5	1.2
COC(=O)C1=C(C)N(C)C(=NCc2ccc(OC)cc2)NC1c1ccc(C(F)(F)F)cc1 (centres undefined)	-7.5	2.0
CCOc1ccc(CCNC(=O)c2nnn(CC(=O)Nc3ccc(OC)c(OC)c3)c2N)cc1OCC	-6.6	0.7
COC(=O)C1=C(C)N(Cc2ccccc2C(F)(F)F)C(=NCc2cccc(C(F)(F)F)c2)NC1c1cccc(Cl)c1 (centres undefined)	9.5	2.3
CCC(c1nc2ccccc2[nH]1)n1c(=O)c(-c2ccccc2)nc2ccccc21 (centres undefined)	0.8	2.1
COC(=O)[C@@H](Cc1ccccc1)NC(=O)[C@H]1O[C@@H](n2cnc3c(=O)[nH]c(N)nc32)[C@H](O)[C@@H]1O	-14.6	1.2
O=C(NCCN1C(=O)S/C(=C\c2cccs2)C1=O)[C@H](Cc1ccccc1)N1C(=O)c2ccccc2C1=O	15.5	-1.1
COC(=O)[C@]12C[C@H](CC(=O)N3CCN(C(=O)C4CC4)CC3)C(=O)N(Cc3ccc4c(c3)OCO4)C1=C[C@H](C(C)(C)C)O[C@@H]2C	-14.5	-2.4
CCN(CC)S(=O)(=O)c1ccc(C)c(NC(=S)NC2CCCCC2)c1	9.6	-2.5
O=C(CSc1cccc2cccnc12)N/N=C/c1cccc(O)c1	5.8	0.3
COc1ccc(Nc2oc(COc3ccccc3OC)nc2C#N)cc1	-1.5	0.1
O=C(NCC1CCN(C(=O)C(=O)c2cc3ccccc3o2)CC1)c1cc(C(F)(F)F)cc(C(F)(F)F)c1	7.6	0.0
C/C(=C\C(=O)c1ccccc1)Nc1ccc2c(c1)OCO2	-4.5	0.0
COC(=O)[C@]12C[C@H](CC(=O)N3CCSCC3)C(=O)N(Cc3ccc4c(c3)OCO4)C1=C[C@H](COCc1ccccc1)O[C@@H]2C	1.9	0.3
O=C(CSc1nnc2ccccn12)NNC(=O)c1ccccc1F	-15.6	2.2
COC(=O)c1cc2c(c3c4cc(OC)ccc4n(S(=O)(=O)c4ccc(F)cc4)c13)C(=O)N(Cc1ccccc1)C2	-1.4	-3.1
Cc1sc2nc(C(C)Sc3n[nH]c(N)n3)[nH]c(=O)c2c1C (centres undefined)	-1.5	-3.1
O=C(NCc1ccccc1)[C@@H]1CCCN1C(=O)[C@H]1CCCN1C(=O)C1CCCCC1	4.1	1.9
COC(=O)C1=C(C)N(Cc2ccccc2C(F)(F)F)C(=NCc2cc(OC)c(OC)c(OC)c2)NC1c1ccccc1 (centres undefined)	7.3	-0.6
Cc1ccc(-n2[nH]c(C)c(C=Nc3ccc4[nH]c(=O)[nH]c4c3)c2=O)cc1	-1.9	3.6
CC1Oc2ccccc2OC1(O)c1ccccn1 (centres undefined)	5.5	0.6
CCCCCCCCN1C(=O)[C@H](CC(=O)NCCCN2CCCC2=O)C[C@@]2(C(=O)OC)CCCCC=C12	-5.2	0.3

Retrieved by structure from the entries so far, 2 records:
SMILES	FN deposit inh	F508del corr
CC1Oc2ccccc2OC1(O)c1ccccn1 (centres undefined)	5.5	0.6
CCCCCCCCN1C(=O)[C@H](CC(=O)NCCCN2CCCC2=O)C[C@@]2(C(=O)OC)CCCCC=C12	-5.2	0.3

Ordered by SMILES length (highest first): some entries from above.
SMILES	FN deposit inh	F508del corr
CCCCCCCCN1C(=O)[C@H](CC(=O)NCCCN2CCCC2=O)C[C@@]2(C(=O)OC)CCCCC=C12	-5.2	0.3
Cc1sc2nc(C(C)Sc3n[nH]c(N)n3)[nH]c(=O)c2c1C (centres undefined)	-1.5	-3.1
CC1Oc2ccccc2OC1(O)c1ccccn1 (centres undefined)	5.5	0.6

Only part of the results is shown; rates above refer to the full screens.
